Screening data (PubChem BioAssay)
pPAFAH FP inh = pPAFAH enzyme inhibitors, primary screen, biochemical, fluorescence polarization, human | Platelet-activating factor acetylhydrolase (Homo sapiens), Q13093 | recombinant pPAFAH, FP-rhodamine probe fluorescence polarization | inhibition, % at 3.39 µM | 330,000 compounds, 1.5% hits | AID 463082, 2010;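 active = inhibition above the mean inhibition across the screen plus 3 SD, cut at about 25% in these data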;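 note: inhibitors block binding of the rhodamine activity-based probe so polarization drops; 0% = enzyme with DMSO and 100% = wells lacking pPAFAH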
PAFAH1B3 FP inh = PAFAH1B3 enzyme inhibitors, primary screen, biochemical, fluorescence polarization, human; Platelet-activating factor acetylhydrolase IB subunit alpha1 (Homo sapiens), Q15102; recombinant PAFAH1B3, FP-rhodamine probe; inhibition, % at 3.39 µM; 340,000 compounds, 0.28% hits; AID 492972, 2010;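 active = inhibition above the screen-wide average of all tested compounds plus 3 SD, cut at about 25% in these data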;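 note: 0% = enzyme with DMSO only and 100% = wells lacking PAFAH1B3 protein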
Target sequence (Q15102 whole entry, looked up): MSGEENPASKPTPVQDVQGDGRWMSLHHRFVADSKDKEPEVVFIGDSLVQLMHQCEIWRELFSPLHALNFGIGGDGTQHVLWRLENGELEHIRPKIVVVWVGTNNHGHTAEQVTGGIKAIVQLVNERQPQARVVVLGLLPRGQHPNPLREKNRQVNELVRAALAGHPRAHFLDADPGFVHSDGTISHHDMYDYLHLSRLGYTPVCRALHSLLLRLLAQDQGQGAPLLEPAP
PAD4 FP inh = human PAD4 inhibitors, primary screen, biochemical, fluorescence polarization, 1536-well format. Protein-arginine deiminase type-4 (Homo sapiens), Q9UM07. recombinant PAD4, RCA probe fluorescence polarization. inhibition, % at 6.36 µM. 330,000 compounds, 0.41% hits. AID 485272, 2010;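 active = percent inhibition above a cutoff equal to the mean of all tested compounds plus 3 SD, cut at about 15% in these data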;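 note: 0% = PAD4 with RCA probe and DMSO and 100% = probe without PAD4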
PME-1 inh = PME-1 inhibitors via competitive probe labeling, primary screen, biochemical, fluorescence polarization, FP-Rh probe, HTS. 320,000 compounds, 0.53% hits. inhibition, % at 5.9 µM. recombinant PME-1. Protein phosphatase methylesterase 1 (Homo sapiens), Q9Y570;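 active = inhibition above the campaign mean of all compounds plus 3 SD, cut at about 26% in these data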;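 note: competitive labeling of PME-1 active site by serine hydrolase directed probe; 0% = PME-1 with DMSO and 100% = wells lacking PME-1 enzyme; inhibitors block probe labeling so polarization falls and inhibition rises; many of its hits are not listed in these tables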
Target sequence (Q9Y570 whole entry, looked up): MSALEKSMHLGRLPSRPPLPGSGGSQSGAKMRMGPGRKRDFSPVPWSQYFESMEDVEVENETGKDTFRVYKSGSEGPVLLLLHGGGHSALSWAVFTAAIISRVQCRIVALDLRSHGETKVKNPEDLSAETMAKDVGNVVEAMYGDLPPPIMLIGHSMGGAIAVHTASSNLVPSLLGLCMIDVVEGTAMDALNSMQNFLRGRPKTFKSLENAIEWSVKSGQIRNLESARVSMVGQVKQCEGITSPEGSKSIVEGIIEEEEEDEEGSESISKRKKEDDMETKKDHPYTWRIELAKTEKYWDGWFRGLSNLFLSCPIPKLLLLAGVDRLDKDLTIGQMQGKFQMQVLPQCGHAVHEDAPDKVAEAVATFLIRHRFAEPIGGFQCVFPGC
GSTO1 counter = inhibitors of recombinant GSTO1, primary screen, counter-screen for RBBP9 inhibitor project, biochemical, fluorescence polarization; Glutathione S-transferase omega-1 (Homo sapiens), P78417; activity-based probe fluorescence polarization; inhibition, % at 5.96 µM; 300,000 compounds, 1.1% hits; AID 1974, 2009;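 active = inhibition above the campaign mean inhibition plus 3 SD, cut at about 35% in these data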;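 note: 0% = GSTO1-1 with DMSO and 100% = wells lacking GSTO1-1 enzyme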
Target sequence (P78417 whole entry, looked up): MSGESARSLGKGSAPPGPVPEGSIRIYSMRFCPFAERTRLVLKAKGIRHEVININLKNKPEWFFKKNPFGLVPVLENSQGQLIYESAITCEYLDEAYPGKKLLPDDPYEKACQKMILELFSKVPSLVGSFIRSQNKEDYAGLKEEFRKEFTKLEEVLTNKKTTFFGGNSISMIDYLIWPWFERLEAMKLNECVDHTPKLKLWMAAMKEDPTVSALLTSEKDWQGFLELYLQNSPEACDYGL
LYPLA1 counter = LYPLA1 inhibitors, primary screen, counter-screen for PME1 inhibitor project, biochemical, fluorescence polarization, FP-Rh probe ABPP. Acyl-protein thioesterase 1 (Homo sapiens), O75608. recombinant LYPLA1. inhibition, % at 5.9 µM. 320,000 compounds, 0.16% hits;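 active = inhibition above the mean of all tested compounds plus 3 SD, set per campaign, cut at about 14% in these data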;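 note: inhibitors block serine hydrolase probe labeling of LYPLA1 so polarization falls; 0% = enzyme with DMSO and 100% = wells lacking LYPLA1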
PAFAH2 FP inh = PAFAH2 enzyme inhibitors, primary screen, biochemical, fluorescence polarization, human | Platelet-activating factor acetylhydrolase 2, cytoplasmic (Homo sapiens), Q99487 | recombinant PAFAH2, FP-rhodamine activity probe | inhibition, % at 3.39 µM | 340,000 compounds, 0.99% hits;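 active = inhibition above the mean over all tested compounds plus 3 SD, cut at about 30% in these data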;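 note: inhibitors block probe labeling of enzyme so polarization drops; 0% = enzyme with DMSO and 100% = wells lacking PAFAH2 protein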
PAFAH1B2 FP inh = PAFAH1B2 enzyme inhibitors, primary screen, biochemical, fluorescence polarization, human; inhibition, % at 3.39 µM; recombinant PAFAH1B2, FP-rhodamine activity probe; 340,000 compounds, 1.2% hits; Platelet-activating factor acetylhydrolase IB subunit alpha2 (Homo sapiens), P68402; AID 492953, 2010;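 active = inhibition above the mean of all tested compounds plus 3 SD, cut at about 24% in these data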;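 note: 0% = enzyme with DMSO and 100% = wells lacking PAFAH1B2; many of its hits are not listed in these tables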
Target sequence (P68402 whole entry, looked up): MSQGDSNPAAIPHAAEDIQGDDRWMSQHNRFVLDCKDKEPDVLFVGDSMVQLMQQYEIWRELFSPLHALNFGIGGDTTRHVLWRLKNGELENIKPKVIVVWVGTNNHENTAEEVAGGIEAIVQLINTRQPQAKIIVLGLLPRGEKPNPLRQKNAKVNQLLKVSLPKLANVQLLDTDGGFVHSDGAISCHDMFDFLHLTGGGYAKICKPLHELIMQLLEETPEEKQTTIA
LYPLA2 inh = LYPLA2 inhibitors, primary screen, counter-screen for PME1 inhibitor project, biochemical, fluorescence polarization, FP-Rh probe ABPP. 320,000 compounds, 0.38% hits. Acyl-protein thioesterase 2 (Homo sapiens), O95372. inhibition, % at 5.9 µM. recombinant LYPLA2. AID 2177, 2009;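 active = inhibition above the screen-wide mean plus 3 SD, limit set per campaign, cut at about 26% in these data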;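 note: 0% = LYPLA2 with DMSO and 100% = wells lacking LYPLA2 enzyme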
The depositor's hits bear a star; nt = not tested or not shown. The list is partial (hit frequency here may not be typical).

SMILES	pPAFAH FP inh	PAFAH1B3 FP inh	PAD4 FP inh	PME-1 inh	GSTO1 counter	LYPLA1 counter	PAFAH2 FP inh	PAFAH1B2 FP inh	LYPLA2 inh
O=C(c1ccc(N2CCCCC2)c([N+](=O)[O-])c1)N(Cc1ccccc1)c1ccccn1	4	-6	0	-2	2	1	9	-1	-1
O=C(Nc1ccccc1)N(C1=NCCCCS1)c1ccccc1	-8	-1	-16	-6	-6	3	-5	-3	-9
Cc1onc(-c2ccccc2)c1C(=O)NNC(=S)NC(=O)c1ccc(Br)cc1	7	7	5	-2	-31	-4	-10	8	-3
CC1CCCC(C)N1C(=O)COC(=O)c1ccc([N+](=O)[O-])o1 (configuration not stated)	4	17	-21	nt	nt	nt	7	8	nt
CN1CCC(NC(=O)c2cccc(Oc3ccccc3)c2)CC1	2	4	-2	3	63*	4	1	5	2
Cc1c(NC(=O)c2cccc(NC(=O)c3ccco3)c2)cccc1C(=O)O	5	0	-1	2	-2	0	2	1	0
S=c1[nH]nc([C@@H]2C[C@H]2c2ccccc2)n1-c1ccccc1	3	6	2	1	1	-3	4	3	-2
COc1cccc(NC(=S)NN2CCN(C)CC2)c1	7	4	-3	0	5	-2	-6	1	2
COc1ccc(-c2noc(CCC(=O)Nc3cc(OC)ccc3OC)n2)cc1	7	-1	-4	-7	-2	-4	-5	2	0
COc1ccc(CCNC(=O)NC2CCCCC2)cc1OC	0	12	2	0	3	0	-4	2	-1
COc1ccc(O)c(/C=N/n2c(-c3ccco3)csc2=Nc2cccnc2)c1	4	6	-1	3	9	-3	4	1	-3
N=C1C(c2nc3ccccc3s2)=C(O)CN1NC(=O)c1c[nH]c2ccccc12	-2	-13	0	-7	3	-2	-17	-5	-7
CCCCNc1nc(Cl)nc(Nc2ccc(C)cc2)n1	5	nt	0	2	-12	0	nt	nt	2
CC(=O)Nc1ccc(C(=O)OCc2ccccc2Br)cc1	-1	2	-1	-11	3	-3	7	0	0
O=C1Nc2ccccc2/C1=N/N=C/c1cccc(O)c1	4	3	-2	4	10	-3	3	2	-1
Cc1cc(C)c(NC(=O)CN2CCN(c3ccccn3)CC2)c(C)c1	4	5	-1	-3	4	-5	2	5	-1
Nn1c(SCc2nc3ccccn3c2Br)nnc1-c1cccnc1	0	-2	0	-1	8	-2	-2	0	5
CC(=O)NCCNC(=O)CNC(=O)c1ccc(Cl)cc1	0	-1	2	2	7	0	-3	0	-2
c1ccc(-c2cn3c(n2)CCc2ccc4cccnc4c2-3)cc1	7	3	1	2	-6	-6	7	1	-4
CSc1nsc(SCC(=O)Nc2nc3ccccc3s2)n1	3	3	5	-9	12	-6	5	-1	-6
CC(=O)c1cccc(CN2CCN(C3CCCCC3)C(CCO)C2)c1 (configuration not stated)	1	4	5	-1	10	1	-4	4	6
COc1cc(/C=N/NC(=O)c2cc3ccccc3cc2O)ccc1OCCN1CCCCC1	13	7	-6	2	-1	-9	-1	13	-8
O=c1oc2cc(Oc3c([N+](=O)[O-])cc(C(F)(F)F)cc3[N+](=O)[O-])ccc2c2c1CCCC2	3	11	-4	0	3	-4	4	4	-2
Cc1cc(=O)oc2c1ccc1ccccc12	1	19	-4	7	-4	3	-8	9	1
O=C1CSC2=NCN(c3ccc4c(c3)OCO4)CN12	3	0	0	3	11	-3	9	5	-6
O=C(Nc1ccc2ccccc2c1)c1cccnc1	2	6	-1	-1	-3	-4	2	0	-4
CCOc1cccc(NC(=O)CC#N)c1	-1	6	-2	-2	-4	3	-1	0	6
CSCCC(NC(=O)c1ccccc1Br)C(=O)N1CCCC(C(F)(F)F)C1 (configuration not stated)	0	1	-2	-12	-6	0	3	0	-5
CC(OC(=O)C1=COCCO1)C(=O)Nc1cccc(S(=O)(=O)N2CCOCC2)c1 (configuration not stated)	-1	2	3	4	1	1	-4	-1	0
CSc1ccc(-c2sc(Nc3ccccc3)n[n+]2-c2ccc(F)cc2)cc1	2	-3	-2	-2	9	0	-3	6	4
CCOc1ccc(NC(=O)N(C2CCCCC2)C(C)c2cccnc2)cc1 (configuration not stated)	-10	2	-2	0	10	0	6	1	-2
CCn1c(C)nc2cc(C(=O)NNC(=S)Nc3ccc(OC)cc3)ccc21	3	3	-1	-3	3	-2	10	-2	-3
Cn1ncc([N+](=O)[O-])c1C(=O)Nc1cccc2ccccc12	8	-7	0	-6	-4	1	-2	2	1
COC(=O)c1c(C)oc2ccc(N(C(=O)c3ccncc3)S(=O)(=O)c3ccc4ccccc4c3)cc12	-5	-10	0	-8	-11	-7	-21	-4	-1
CCOc1ccc(CCNC(=O)COC(=O)/C=C/c2ccc(OC)c(OC)c2)cc1OCC	3	0	-4	1	-2	-4	4	2	-4
COC(=O)c1cc2sccc2n1Cc1nc(-c2ccc(OC)cc2)oc1C	-4	5	-1	-9	1	-5	2	0	-3
O=C(Cc1ccc(Cl)cc1)N1CCN(C(=O)c2ccco2)CC1	4	-2	5	-2	0	-2	4	0	-2
CCCc1ccc(-c2ccc(-c3noc(-c4ccncc4)n3)cc2)nc1	2	9	-5	-7	0	1	0	4	10
Cc1cc[n+](-c2[nH]c(=O)sc2/C=N/NC([S-])=Nc2ccccc2)cc1C	12	11	1	10	25	-1	7	2	4
O=C(CCc1nc2ccccc2c(=O)[nH]1)Nc1cc(Cl)ccc1N1CCCC1	3	8	2	7	nt	-2	-7	2	-9
Cc1ncc(CO)c2cc(C(N)=O)c(=Nc3ccccc3)oc12	0	10	8	-4	18	-1	3	1	4
S=c1nc(-c2cccc(Br)c2)[nH][nH]1	2	7	9	-1	3	-3	7	5	4
O=C(/C=C/c1ccccc1)CC(O)(c1ccccc1)C(F)(F)F (configuration not stated)	2	-2	-1	-3	-2	-2	9	55*	-1
O=P(Cc1ccccc1)(c1ccccc1)c1ccccc1	4	12	-2	-6	3	2	4	-3	1
O=c1cc(-c2ccc(F)cc2)oc2ccccc12	0	3	-2	1	0	-3	-1	4	5
CCOC(=O)C(=O)/C(=C\N(C)C)c1onc(-c2c(Cl)cccc2Cl)c1C(=O)OC	-3	7	3	-1	-4	-2	-3	-5	-3
O=c1cc(CSc2nnc(-c3cccnc3)n2-c2ccccc2F)nc2sccn12	9	-3	1	3	5	1	5	0	6
O=C(NCc1ccc2c(c1)OCO2)c1cnc2n(c1=O)CCS2	0	3	-4	-1	6	-1	4	1	-1
OCc1ccnc(Cl)c1	3	9	-4	4	2	-2	-5	0	6
CC(=O)C(C)n1c(CN2CCN(C(=O)c3ccco3)CC2)nc2c1c(=O)n(C)c(=O)n2C (configuration not stated)	4	-3	3	-1	4	-2	4	6	-1
O=C1C2C3C=CC(CC3)C2C(=O)N1c1ccc(Cl)cc1 (configuration not stated)	2	-1	-1	-2	1	3	-1	-2	3
Cc1ccc(S(=O)(=O)c2nc(-c3ccccc3)oc2N2CCC(C(N)=O)CC2)cc1	-2	-1	1	3	0	0	4	1	2
N#Cc1ccc(C(=O)Nc2cc(S(=O)(=O)N3CCCC3)ccc2OCC(F)(F)F)cc1	-3	3	-2	-3	-1	-4	-8	-3	-2
COc1ccc(NC(=O)C2CCCO2)cc1Cl (configuration not stated)	10	3	1	-5	3	1	3	2	4
O=C(CN1CCc2ccccc2C1)c1cccs1	2	2	-8	1	2	1	3	1	-6
CCCCNC(=O)c1cc(S(=O)(=O)N2CCCCC2)oc1C	0	-3	2	2	4	1	7	-3	1
O=C(NCc1ccco1)c1c2c(nc3ccccc13)CCC2	27*	6	2	-3	7	0	15	4	4
CC(=O)Nc1ccc(S(=O)(=O)NCCNS(=O)(=O)c2ccc(NC(C)=O)cc2)cc1	1	4	-1	5	-5	1	11	0	6
COC(=O)/C=C1/S/C(=N/N=C/c2ccco2)NC1=O	-1	nt	-6	5	7	-1	nt	nt	-4
O=c1c2ccccc2ncn1Cc1ccco1	5	-12	3	1	6	1	-6	-1	10

Other structures
SMILES	pPAFAH FP inh	PAFAH1B3 FP inh	PAD4 FP inh	PME-1 inh	GSTO1 counter	LYPLA1 counter	PAFAH2 FP inh	PAFAH1B2 FP inh	LYPLA2 inh
c1cncc(C2Nc3ccccc3-c3nc4ccccc4n32)c1 (configuration not stated)	-7	-3	-1	-3	-9	-4	10	-1	-7
O=C(Nc1ccccc1-c1ccccc1)C1CCCN(c2ncccn2)C1 (configuration not stated)	-2	-3	0	-1	4	-1	-4	-5	0
N#Cc1c(C(F)(F)F)cc(-c2ccc(F)cc2)nc1SCC(=O)O	7	3	-2	1	1	0	3	-1	7
NC(=S)c1cc2cc(Cl)ccc2oc1=O	5	nt	1	0	-10	1	nt	nt	2
COC(=O)c1cc(C(=O)N2CCN(c3ncccn3)CC2)cc([N+](=O)[O-])c1	5	10	-2	-3	-3	0	-3	6	0
CCN(CC)C(=O)c1sc(NC(=O)Cc2ccccc2)c(C#N)c1C	9	11	-2	-3	9	0	5	-3	3
CCOc1ccccc1N(CC(=O)NCCSc1ccccn1)S(=O)(=O)c1ccc(C)cc1	-4	-2	2	0	0	-1	0	3	0
C=CCn1c(SCC(=O)c2ccccc2)nnc1-c1ccc2c(c1)OCO2	5	1	-5	3	-3	1	11	2	0
O=C(COc1ccc(Cl)cc1)N1CCN(S(=O)(=O)c2ccccc2)CC1	3	2	4	-1	3	-4	12	2	-6
Cc1nnsc1NC(=O)OCc1ccccc1Cl	3	0	-6	0	-1	-1	-3	3	5
CCOC(=O)c1[nH]c(=O)[nH]c1CSc1ccccn1	1	1	4	-6	23	-2	-2	4	1
CC(=O)C1=NN(c2ccccc2)C(c2ccc3c(c2)OCO3)N1c1ccc(N2CCOCC2)cc1 (configuration not stated)	-4	-3	-3	3	1	-2	-4	4	8
Cc1nc(C(F)(F)F)nc(Nc2ccc(N=Nc3ccccc3)cc2)c1C#N	2	10	-6	2	3	3	-10	-5	7
CCOC(=O)C(=O)Nc1ccccc1C(=O)OC	2	8	2	-4	2	1	3	0	0
Cc1cccc(N2CCN(C(=O)CCNS(=O)(=O)c3ccc4c(c3)CCC(=O)N4)CC2)c1C	4	0	2	-2	9	1	0	-1	2
COc1cc(N2CCOCC2)ccc1C=C(C#N)C#N	-2	18	0	-2	4	-2	8	0	-5
CCN(CC)CCOC(=O)c1ccc(NC(=O)/C=C/c2cccs2)cc1	3	3	-2	2	-1	-7	1	1	-4
CSC1=NCCN1S(=O)(=O)c1ccccc1	3	8	-5	-1	-3	4	6	3	4
O=C(O)c1ccccc1SCc1cn2ccccc2n1	0	-4	1	-6	2	-3	-2	2	-7
COc1ccc(COCC(O)CN2CCCC(C(F)(F)F)C2)cc1 (configuration not stated)	-6	3	5	-5	4	0	-18	8	-3
